High-throughput results deposited in PubChem by National Center for Advancing Translational Sciences (NCATS).
HT1080 IDH1KD tx: toxicity to HT-1080 IDH1 knockdown cells (counter line) | 360,000 compounds, 2% hits | HT-1080 IDH1 knockdown viability, ATP luminescence, 48 h | Potency, µM (highest dose often 46.1 µM), for inactives: at the highest dose activity, negative = toxicity, actives largely listed as cytotoxic | AID 686971;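 also: potency is read from the fitted curve at half-maximal effect; 0% = DMSO wells and -100% = cell-free medium wells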
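HT-1080-IDH1KD cells (IDH1 knocked down), 750/well in RPMI with 5% FBS, treated with compound 48 h at 37 degrees C. Viability by CellTiter-Glo luminescence, normalised to DMSO and no-cell wells; concentration-response curves classed.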
HepG2 viability: HepG2 cytotoxicity, counter-screen for TGF-b inhibitors; HepG2 CAGA-GFP viability, ATP luminescence, 18 h; Potency, µM (highest dose often 46.1 µM), for the others: top-dose activity change, negative = cytotoxicity, actives largely listed as cytotoxic; 410,000 compounds, 0.76% hits; also: potency is read from the fitted curve at half-maximal effect; some results filed as inactive show a strong effect at the top dose
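CellTiter-Glo luminescence gave cytotoxicity after 18 hours at 37 degrees C. The cells were HepG2 CAGA-GFP in 1% FBS DMEM, stimulated with 500 pg/mL TGF-beta after compound addition. %Activity was normalised to no-cell wells (complete cell-killing) and DMSO (no toxicity), and curves were fitted and classified.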
S2 tox: cell viability loss in ATXN counter-screen. S2 cells (HEK-293 line with an ATXN2-luciferase reporter) viability, CellTiter-Fluor protease fluorescence, 24 h. Potency, µM (doses to about 56.7 µM), usual class: cytotoxic. 400,000 compounds, 0.49% hits. AID 651635; also: potency is read from the fitted curve at half-maximal effect; nearly all actives have a fitted effect of over 40% in size
HT1080-NT tox: kills 2HG-producing HT-1080-NT fibrosarcoma cells; HT-1080-NT fibrosarcoma viability, CellTiter-Glo ATP luminescence, 48 h; Potency, µM (doses to about 46.1 µM), inactives show top-dose activity, negative = less viability, most hits filed as cytotoxic; 360,000 compounds, 1.6% hits; AID 686970;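 also: NT is the 2HG producing partner of a matched IDH1 knockdown line; potency is read from the fitted curve at half-maximal effect; 0% = DMSO-treated cells and -100% = media-only wells without cells; nearly all actives have a fitted effect of over 55% in size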
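Viability of the 2HG-overproducing fibrosarcoma line after 48 hours of compound exposure at 37 degrees C was determined by luminescence with CellTiter-Glo, and concentration-effect curves were then fitted and categorized.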
IL1B secr inh: inhibitors of inflammasome signaling (IL-1 beta secretion). AID 743279. 360,000 compounds, 4.7% hits. THP-1 LPS/ATP IL-1B secretion, AlphaLISA, 16 h; stronger effect = lower value. activity change, % at 57.5 µM; in the data active = activity change below about -50%; inconclusive = mostly about -30% to -49%; also: % is scaled to controls: 0 for no effect and ±100 for the full control effect
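Secreted IL-1B measured by AlphaLISA bead assay after 16 h compound exposure of THP-1 cells; compounds (final up to 57.5 uM) added 1 h before LPS (250 ng/mL) and ATP (1.25 mM) stimulation; lower signal means less secretion.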
ATXN2 expr inh: inhibitors of ATXN2 expression. Potency, µM (series often up to 57 µM), for inactives: at the top dose activity change, negative = inhibition, actives largely listed as inhibitors. 360,000 compounds, 0.72% hits. HEK-293 ATXN2-luciferase reporter, luminescence, 24 h; also: potency is read from the fitted curve at half-maximal effect; % is scaled to controls: 0 for no effect and ±100 for the full control effect; nearly all actives have a fitted effect of over 55% in size
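ATXN2-luciferase reporter cells (luciferase flanked by upstream and downstream ATXN2 gene portions) were treated 24 h at 37 °C with compounds at up to 57 uM. SteadyGlo luminescence gave expression; GF-AFC fluorescence gave viability.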
MCF10A rerep: inducers of DNA re-replication in MCF 10A breast cells | 350,000 compounds, 2.9% hits | MCF 10A DNA re-replication, Hoechst nuclear intensity, 48 h | Potency, µM (titrated, usually from 46.1 µM), for inactives: at the highest dose activity, positive = re-replication, usual class: activators; also: potency is read from the fitted curve at half-maximal effect; % of control where 0% means no effect; nearly all actives have a fitted effect of over 50% in size
KB-3-1 cytotox: kills parental KB-3-1 adenocarcinoma cells | 400,000 compounds, 1.4% hits | KB-3-1 viability, CellTiter-Glo ATP luminescence, 72 h | AID 1347075 | Potency, µM (highest dose often 46.1 µM), for the others: top-dose activity change, negative = cytotoxic, usual class: cytotoxic; also: potency is read from the fitted curve at half-maximal effect; % is scaled to controls: 0 for no effect and ±100 for the full control effect; nearly all actives have a fitted effect of over 60% in size
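Screening of KB-3-1 cells (DMEM, 10% FBS, phenol-red free) ran from lowest to highest compound concentration; after 72 h at 37 °C viability was read luminescently and curves fitted.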
SW480 rereplic: DNA re-replication induction in SW480 cells. 340,000 compounds, 1.8% hits. SW480 DNA re-replication, Hoechst DNA content imaging, 48 h. AID 624297. Potency, µM (titrated, usually from 46.1 µM), inactives show at the top dose re-replication activation, hits mostly activators; also: potency is read from the fitted curve at half-maximal effect; % of control where 0% means no effect; nearly all actives have a fitted effect of over 55% in size
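Image-based DNA-content assay: after two days of treatment, nuclei were labelled with the DNA dye Hoechst and imaged, and hits were compounds raising the count of nuclei showing high fluorescence intensity.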
* hit, by the source's call; i = inactive; ? = inconclusive; · = no result given; & = joins results of further samples; [ ] = dose if it differs, or a comment. Unless noted, calls follow the shape of the dose curve; as a rule, active = well fitted curve in the direction sought with a large enough effect; inconclusive = small, poorly fitted or top-dose-only effect, or another doubt; inactive = no such curve, though single readings can be large; an effect the other way counts as inactive or inconclusive.

SMILES,HT1080 IDH1KD tx,HepG2 viability,S2 tox,HT1080-NT tox,IL1B secr inh,ATXN2 expr inh,MCF10A rerep,KB-3-1 cytotox,SW480 rereplic
CC(C)Nc1nc(-c2ccccc2CO)c2sccc2n1,0%,-32%,i,0%,-17,2%,·,0%,·
COc1ccc(C(=O)N2CCOC2CNC(=O)C(=O)NCc2ccccc2Cl)cc1 (stereo unspecified),1%,7%,?,2%,2,6%,9%,0%,4%
O=C(OCc1c(F)cccc1Cl)c1cccc(S(=O)(=O)N2CCOCC2)c1,2%,-19%,i,-5%,-3,-11%,-7%,0%,-8%
N/C(COc1ccc(Cl)cc1)=N\NS(=O)(=O)c1ccccc1,4%,-18%,i,-8%,2,0%,4%,-8%,5%
CCOC(=O)c1ccc(S(=O)(=O)Nc2cc(S(=O)(=O)N3CCOCC3)ccc2O)cc1,1%,-4%,i,6%,12,2%,-3%,3%,9%
COc1ccc(C(=O)Nn2c(CCC(=O)O)ccc2-c2ccc(C)cc2)cc1OC,13%,2%,i,2%,23,9%[11.3 µM],-15%,6%,1%
Cc1csc(CN(C)C(=O)CC2C(=O)NCCN2Cc2ccc(F)c(F)c2)n1 (stereo unspecified),0%,-8%,i,0%,-8,-4%,4%,·,-3%
O=C(NCCC1=CCCCC1)c1cnc2n(c1=O)CCS2,3%,14%,i,4%,-4,34%[activator],-2%,9%,-4%
CCOC(=O)/C(C#N)=C1\C=CN(C)C(C)=N1,11%,-15%,i,4%,-24,-1%,2%,-3%,-18%
COc1ccc(C(C)NC(=O)Cc2cccs2)cc1OC (stereo unspecified),14%,-2%,i,9%,6,-7%,-18%,11%,3%
CN1C(=O)C(c2nnc(Nc3cccc4ccccc34)s2)C2CC1(C)Oc1ccccc12 (stereo unspecified),-19%,6%,i,-4%,?,-5%,?,?,30%&0%
Brc1ccc(CNCCCSc2ncccn2)cc1,-13%,-32%,?,-13%,-1,-31%,-1%,1%,-50%[inhibitor]
CCOc1ccc(S(=O)(=O)N2CCCC(C(=O)N3CCCC3)C2)cc1 (stereo unspecified),1%,5%,?,6%,19,5%,-1%,·,-2%
CCc1ccc(N2C(=O)C3CCCN3C2=S)cc1 (stereo unspecified),14%,-10%,i,26%,-15,17%,3%,5%,2%
CC(C)(C)C1CCc2c(C(=O)N/N=C/c3cccs3)csc2C1 (stereo unspecified),13%,-3%,i,7%,-1,67%[activator],3%,-9%,11%
CC(C)CCNC(=O)c1cn(C)c2ccc(S(=O)(=O)N3CCOCC3)cc2c1=O,·,9%,i,·,·,8%,·,0%,·
Cn1c(C(=O)N2CCC(C(=O)NCc3ccccc3)CC2)cc2sccc21,1%,-25%,i,3%,-10,-5%,2%,16%,-14%
N#CC1=C(N)Oc2cc(O)c(Cl)cc2C1c1cccnc1 (stereo unspecified),3%,-2%,·,-3%,-15,·,-6%,-13%,?
O=C(CCCC(=O)OCC(Cl)=C(Cl)Cl)Nc1cccc(F)c1,-1%,-18%,i,3%,-4,-3%,13%,-15%,1%
CC(C)n1c(C(F)(F)F)nc2cc(C(=O)N3CCOCC3)ccc21,19%,16%,i,6%,6,1%,-10%,-16%,-2%
CCCCn1c(-c2ccsc2)nc2c1c(=O)[nH]c(=O)n2CCC,7%,1%,i,0%,40,22%,?,?,-2%
CC(C)CNS(=O)(=O)c1ccc2c(c1)OCCO2,10%,18%,i,10%,10,1%,6%,9%,-8%
CCCCNc1nc(=S)n(-c2ccccc2)c(C)c1C(C)=O,16µM*,-93%,·,?,-91*,?,?,?,?
COC(=O)CCCCCC(CCC(=O)OC)NC(C)=O (stereo unspecified),-8%,4%,i,0%,35,-1%,0%,-3%,1%
Cc1noc(C)c1S(=O)(=O)N(CC(=O)Nc1ccc(C(F)(F)F)cc1)c1ccc(C(C)C)cc1,·,-55%,?,·,·,-22%,·,14%,·
CC(=O)NC(Cc1ccc(C)cc1)C(=O)NC1CCN(S(=O)(=O)c2ccccc2)CC1 (stereo unspecified),9%,7%,i,1%,-9,-6%,3%,8%,?
COc1ccc(-c2nc(-c3cccs3)c(-c3cccs3)[nH]2)cc1OC,?,-45%,?,-15%,?,4%,17%,-11%,-2%
NC(CO)c1csc(Nc2ccc(C(=O)c3ccccc3)cc2)n1 (stereo unspecified),-20%,-1%,i,?,?,14%,·,0%,·
Cc1cccc(N(C(=O)Cn2nnc(-c3ccc(F)cc3)n2)C(C(=O)NC(C)(C)C)c2ccncc2)c1 (stereo unspecified),2%,0%,i,3%,-14,-7%,-3%,0%,-2%
Cc1nnc(SCC(=O)N2CCN(S(=O)(=O)c3ccccc3)CC2)n1Cc1ccccc1,5%,-8%,i,2%,28,1%,0%,2%,-2%

A second format for part of the listing above:
SMILES: CC(C)CCNC(=O)c1cn(C)c2ccc(S(=O)(=O)N3CCOCC3)cc2c1=O
  HT1080 IDH1KD tx: ·; HepG2 viability: 9%; S2 tox: i; HT1080-NT tox: ·; IL1B secr inh: ·; ATXN2 expr inh: 8%; MCF10A rerep: ·; KB-3-1 cytotox: 0%; SW480 rereplic: ·

SMILES: O=C(CCCC(=O)OCC(Cl)=C(Cl)Cl)Nc1cccc(F)c1
  HT1080 IDH1KD tx: -1%; HepG2 viability: -18%; S2 tox: i; HT1080-NT tox: 3%; IL1B secr inh: -4; ATXN2 expr inh: -3%; MCF10A rerep: 13%; KB-3-1 cytotox: -15%; SW480 rereplic: 1%

(more compounds)
SMILES,HT1080 IDH1KD tx,HepG2 viability,S2 tox,HT1080-NT tox,IL1B secr inh,ATXN2 expr inh,MCF10A rerep,KB-3-1 cytotox,SW480 rereplic
O=C(O)COc1ccc2c3c(c(=O)oc2c1)CCCC3,6%,2%,i,16%,3,-4%,3%,26%,1%
CCNC(=O)C1(C)CCCN(Cc2ccc(-n3ccnc3)cc2)C1 (stereo unspecified),-2%,-9%,i,23%,-10,7%,·,0%,·
O=C(CCl)Nc1ccc(N=Nc2ccccc2)cc1,-3%,22µM*,20µM*,?,-98*,·,?,1%,23µM*
Cc1ccc(S(=O)(=O)NCc2ccc(C(=O)N3CCN(c4ccccn4)CC3)cc2)cc1,0%,-19%,i,-3%,-6,-14%,26%,-12%,15%
O=C(Cc1ccccc1)Nc1nc2ccccc2[nH]1,-24%,-1%,i,-2%,-5,45%[activator],?,16%,?
Cn1nc2c3cc(F)ccc3n(Cc3ccc(F)cc3)cc-2c1=O,-6%,-6%,i,-7%,9,12%,6%,-10%,10%
Cc1ccc(NCc2nnc(SCc3ccc(C#N)cc3)n2Cc2ccco2)c(C)c1,-17%,0%,i,-10%,-8,-9%,5%,0%,2%
OC(Cc1cccc(Br)c1)c1ncc(-c2cccc(C(F)(F)F)c2)[nH]1 (stereo unspecified),?,-109%,?,?,-8,?,·,?,·
O=C1Nc2ccccc2O/C1=C\c1ccccc1,10%,2%,i,2%,2,-16%,?,0%,0%
CCOC(=O)c1oc2cc(OC(C)=O)ccc2c(=O)c1-c1ccc(OC)c(OC)c1,-15%,-5%,i,-1%,-17,·,-2%,6%,-6%
Cc1cccc(CCNC(=O)C2CCCN(S(=O)(=O)c3ccc4c(c3)oc(=O)n4C)C2)c1 (stereo unspecified),·,-14%,i,·,·,-11%,·,3%,·
COc1cccc(CNc2ccc(N3CCC(C)CC3)cc2)c1OC,?,-39%,i,-26%,-21,-14%,8%,21µM*,8%
CCC(C)c1ccccc1N1CC(C(=O)NCCCn2nc(C)cc2C)CC1=O (stereo unspecified),5%,1%,i,8%,5,6%,-3%,1%,4%
C[C@H](CO)N1C[C@H](C)[C@@H](CN(C)Cc2cccnc2)Oc2cc(-c3cccnc3)ccc2S1(=O)=O,11%,-40%,i,4%,-21,11%,·,-3%,·
O=S(=O)(c1ccccc1)N1CCC(Oc2ccc(-n3cnnn3)cc2)CC1,-7%,-16%,i,-12%,-5,-10%,-1%,0%,-4%
COC(=O)c1cn(NC(=O)Cc2ccccc2Br)c(=O)c2ccccc12,10%,-51%,i,-11%,11,-15%,-2%,2%,0%
CC(=O)Nc1ccc(S(=O)(=O)N(Cc2ccco2)CC2CCCO2)cc1 (stereo unspecified),20%,0%,i,5%,16,6%,-4%,-7%,-3%
COc1ccc(NC(=O)CSc2nc(N)c3cc4c(nc3n2)CCCC4)cc1,2%,0%,?,-2%,27,57%[activator],12%,13%,-6%
CCOc1ccc2oc(C(=O)NNC(=O)c3ccccc3O)c(C)c2c1,-29%,-4%,i,?,31,-5%,?,?,?
COc1ccc(Cn2ccnc2SCC(=O)Nc2cccc(NC(C)=O)c2)cc1,-8%,-42%,i,-17%,2,-13%,5%,?,0%
CCOC(=O)C1(CCCc2ccccc2)CCN(C(=O)CCn2cnnn2)CC1,1%,-19%,i,1%,-13,·,0%,-2%,-9%
NC(=O)C1Cc2ccccc2CN1S(=O)(=O)c1ccc(Cl)s1 (stereo unspecified),4%,2%,i,3%,-9,-5%,-16%,-2%,7%
COc1ccc2[nH]c(C(=O)NCc3ccc4c(c3)OCO4)cc2c1,-22%,-1%,i,-4%,-11,-15%,-2%,-1%,-4%
